# LDHA inh: blocks human lactate dehydrogenase A; P00338; purified LDHA, NADH/diaphorase-resazurin fluorescence; hits give low values; activity change, % (values are at about 110 or 230 µM); 480,000 tested, 0.15% active; AID 1347041; in the data active = activity change below about -30%; inconclusive = mostly about -25% to -30%;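 also: plate controls were DMSO wells for no effect and wells without enzyme for full effect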
#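 Remaining NADH was detected by diaphorase (0.133 mg/mL) converting 37 µM resazurin to fluorescent resorufin, read at 0 and 20 minutes. The preceding 5-minute room-temperature reaction used 2 nM LDHA, 0.2 mM sodium pyruvate and 0.06 mM NADH at pH 7.4.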
# Active calls of the source: *; ? = inconclusive. Not all compounds are listed (hit frequency here may not be typical).
SMILES,LDHA inh
COc1ccc(NC(=O)C2(n3cnnn3)CCCCC2)c(OC)c1,7
CCNC(=O)COc1ncnc2c(Cl)cc(Cl)cc12,-6
CNC(=O)C1CCN(Cc2csc(-c3ccc(C(F)(F)F)cc3)n2)CC1,-11
CCN(C(=O)c1cc2ccccc2oc1=O)c1nc2ccccc2s1,6
CC(C)NCc1ccc(OCc2ccccc2)cc1,5
CC1CCCCC1NC(=O)CS(=O)Cc1coc(-c2ccc(F)cc2)n1 (configuration not stated),-4
O=C(NCC(F)(F)F)C1CCCC(C(=O)NCC(F)(F)F)C1 (configuration not stated),8
Cc1ccc(Nc2nc(CN3CCN(S(=O)(=O)c4ccccc4)CC3)cs2)cc1,7
O=C(/C=C/c1ccc(F)cc1)c1ccc(O)cc1,1
Cc1nc(CSCCC(=O)NCC(C)(C)N2CCOCC2)cs1,7
O=C(Cc1ccc(C(F)(F)F)cc1)NCCc1ccccn1,2
CC(C)Cc1ccc(C(C)C(=O)NC(c2ccccc2)c2ccccc2)cc1 (configuration not stated),0
CCCCn1nc(C(=O)NCC(=O)Nc2ccc(Br)cc2C)c2ccccc2c1=O,4
COc1ccc(-c2cc3ncc(C(=O)c4cc(Cl)c(C)cc4O)cn3n2)cc1,-14
COc1cccc(/C=C/C(=O)c2ccc(O)c(CCCl)c2)c1,-1
CCOC(=O)C1=C(C(Br)Br)NC(=O)NC1c1ccc2c(c1)OCO2 (configuration not stated),-2
CCn1c(SCC(=O)NC(C)c2ccc3c(c2)CCCC3)nnc1C1CC1 (configuration not stated),0
CNC(=O)NC(=O)C(c1ccccc1)N(C)Cc1ccccc1 (configuration not stated),3
COc1ccc(C2c3c(-c4ccccc4O)n[nH]c3C(=O)N2CCO)cc1OC (configuration not stated),8
CCOc1ccc(N(CC(=O)NCc2ccc(Cl)cc2Cl)S(C)(=O)=O)cc1,-3
CC(NC(=O)CCCC(=O)O)C1CC2CCC1C2 (configuration not stated),-5
COc1ccc(CN(C)CC(O)COc2ccccc2)c(OC)c1OC (configuration not stated),2
CC1CCCCN1C(C)CNC(=S)NCc1ccco1 (configuration not stated),2
CCOc1cc(CNC(=O)c2ncoc2-c2ccc(OC)cc2)cc(OCC)c1OCC,2

# Ordered by formula weight (smallest number first): some entries from above.
SMILES,LDHA inh
CNC(=O)NC(=O)C(c1ccccc1)N(C)Cc1ccccc1 (configuration not stated),3
COc1cccc(/C=C/C(=O)c2ccc(O)c(CCCl)c2)c1,-1
COc1ccc(CN(C)CC(O)COc2ccccc2)c(OC)c1OC (configuration not stated),2
CCOc1cc(CNC(=O)c2ncoc2-c2ccc(OC)cc2)cc(OCC)c1OCC,2
CCOC(=O)C1=C(C(Br)Br)NC(=O)NC1c1ccc2c(c1)OCO2 (configuration not stated),-2

# Other compounds
SMILES,LDHA inh
CCCCn1nc(C(=O)NCc2ccccc2)c2ccccc2c1=O,0
CCc1ccccc1NC(=O)C1CC1,-16
COc1ccc(-c2c(NC(=O)c3cccs3)oc3c(C)cccc3c2=O)cc1OC,-10
CCCCn1c(N2CCN(Cc3ccccc3F)CC2)nc2c1c(=O)[nH]c(=O)n2C,-3
CC(=O)c1cccc(NC(=O)Cc2c(C)c3c(O)cc(C)cc3oc2=O)c1,6
CCC(OC(=O)c1nn(CC)c(=O)c2ccccc12)C(=O)Nc1cc(C)on1 (configuration not stated),6
Cc1ccsc1CNCC1CCCO1 (configuration not stated),-13
Cn1c(=O)c2c(ncn2CC(=O)Nc2ccc(N3CCCCC3)cc2)n(C)c1=O,4
Cc1nc2ccc(NC(=O)Cc3cccc(C(F)(F)F)c3)cc2s1,8
COCCNC(=O)c1ccc(C(C)(C)C)cc1,11
CCc1ccccc1NC(=O)c1ncoc1-c1ccc(OC)c(OC)c1,8
COCCCNC(=O)C1CCCN(C(=O)Cc2c[nH]c3ccccc23)C1 (configuration not stated),-9

# An excerpt from above in order of their number in LDHA inh, lowest first.
SMILES,LDHA inh
COCCCNC(=O)C1CCCN(C(=O)Cc2c[nH]c3ccccc23)C1 (configuration not stated),-9
CCCCn1c(N2CCN(Cc3ccccc3F)CC2)nc2c1c(=O)[nH]c(=O)n2C,-3
CCCCn1nc(C(=O)NCc2ccccc2)c2ccccc2c1=O,0
Cc1nc2ccc(NC(=O)Cc3cccc(C(F)(F)F)c3)cc2s1,8

# (listing goes on)
SMILES,LDHA inh
O=Cc1cn[nH]c1-c1cccs1,5
Cc1cccc2[nH]c(C(=O)OCC(=O)N3CCCCC3)cc12,9
COc1cc(OC)cc(C(=O)NCC(=O)O)c1,1
CCOC(=O)C(NC(=O)c1ccc(OC)cc1)(Nc1ccc(OC)cc1)C(F)(F)F (configuration not stated),3
COC(=O)c1cc(-c2ccc(Cl)cc2)on1,3
Cc1ncc(CN)c(C)c1N,66
COCCn1c(SC(C)C(=O)c2ccc(C(C)(C)C)cc2)nnc1-c1ccccc1 (configuration not stated),-4
O=C1/C(=C/c2ccc([N+](=O)[O-])cc2)CCOc2ccc(F)cc21,-18
Cc1ccc(CN(CC(=O)NC(N)=O)C2CC2)cc1,-6
Cc1ccc(-c2cc(C(=O)OCC(N)=O)c3ccccc3n2)cc1,-1
CC(=O)N1CCN(c2oc(/C=C/c3ccccc3)nc2C#N)CC1,1
O=C(ON=C1CCCC1)c1ccc(Br)cc1,3

# Look-ups from the list.
# LDHA inh result of `COC(=O)c1cc(-c2ccc(Cl)cc2)on1` reads 3
# LDHA inh result of `O=C1/C(=C/c2ccc([N+](=O)[O-])cc2)CCOc2ccc(F)cc21` reads -18
# LDHA inh result of `COCCn1c(SC(C)C(=O)c2ccc(C(C)(C)C)cc2)nnc1-c1ccccc1` (configuration not stated) reads -4
# LDHA inh result of `COc1cc(OC)cc(C(=O)NCC(=O)O)c1` reads 1
# LDHA inh result of `Cc1ccc(CN(CC(=O)NC(N)=O)C2CC2)cc1` reads -6
# LDHA inh result of `Cc1ncc(CN)c(C)c1N` reads 66

# Carrying on:
SMILES,LDHA inh
COC(=O)CCNC(=O)c1ccc2c(c1)NC(=O)CS2,10
Cc1[nH]c2nc3ccccc3n2c(=O)c1Cc1ccccc1Cl,4
Cc1cc(C)n(-c2nc3c(c(=O)n(Cc4ccc(F)cc4)c(=O)n3C)n2CCC(C)C)n1,-10
O=S(=O)(Nc1nc2ccccc2nc1Nc1ccc(Cl)c(Cl)c1)c1cccs1,8
CCN(CC)S(=O)(=O)c1cc(NC(=O)c2[nH]c(C)c(C(=O)OC)c2C)ccc1C,9
COc1ccc(CC(=O)Nc2ccccc2-c2ccccc2)cc1,-2
COc1ccc(-c2cc(C(=O)NC3CCN(C)CC3)c3ccccc3n2)cc1OC,5
CCOc1nc2ccccc2nc1N1CCC(C(N)=O)CC1,-11
CCOC(=O)c1sc(=S)n(-c2cccc(SC)c2)c1N,8
CCc1ccc(-n2nc(CO)c(C(=O)NCc3ccc4c(c3)OCO4)n2)cc1,5
COc1ccc2[nH]cc(CCNC(=O)c3cc(F)ccc3F)c2c1,1
COc1ccc(CNCC2CCCO2)cc1OCc1ccccc1 (configuration not stated),5
CCOC(=O)c1oc2cc(OC(=O)C(C)C)ccc2c(=O)c1-c1nc2ccccc2s1,10
COC(=O)C1CCN(S(=O)(=O)NCc2ccnc(Oc3ccc(OC)cc3)c2)CC1,-1
CN(C)CCn1nnnc1SCc1ccc(OCc2ccccn2)cc1,1
CC1(C(=O)NCc2ccccc2)Cn2nc(-c3ccccc3)cc2C(=O)N1CCc1ccco1 (configuration not stated),-20
CCOc1cc2ccccc2cc1C(=O)Nc1nnc(C2CC2)s1,4
CCOC(=O)C(=O)N1CCN(c2nc(-c3ccccc3)c3c(c2C#N)CCCC3)CC1,3
CCCCC(=O)N1CCN(c2nc(C)c3c(c2C#N)CCCC3)CC1,-6
COc1ccc(C(=O)/C=C/c2ccc(C#N)cc2)cc1F,7
COc1ccc(OC)c(NC(=O)c2ncoc2-c2ccc(C)o2)c1,9
CC(=O)Nc1ccccc1SC(F)(F)F,0
c1ccc(CCN(Cc2ccccc2)Cc2ccc(OCc3ccccc3)cc2)cc1,-1
Cc1c(CC(=O)NCc2cccc(Cl)c2)c(=O)oc2c(C)c(O)ccc12,1
CCCN(C)c1ccc(/C=N/NC(=S)Nc2cccc(SC)c2)cc1,16
COc1ccc(OC)c(-c2cc3ccc(O)cc3oc2=O)c1,-6
O=C(Cc1coc(-c2ccccc2)n1)NC1CCCC1,1
CCOc1ccc(NC(=O)c2nn(Cc3ccccc3)c(=O)c3ccccc23)cc1,-24
CCOc1ccccc1NC(=O)c1ncoc1-c1ccc(C)o1,?
O=C(CCc1c[nH]c2ccccc12)NC1CCC(c2ccccc2)CC1 (configuration not stated),-1
O=C(NCc1ccccc1)Nc1ncnc2c1C(c1ccccc1)c1c(ccc3ccccc13)O2 (configuration not stated),-10
CC1(CI)CSc2sc3ccccc3[n+]21 (configuration not stated),12
COc1ccc(-c2c(C)oc3cc(OCC(=O)c4ccccc4)ccc3c2=O)cc1,-8
Cc1ccc(Cn2ccnc2SCC(=O)NCc2ccc3c(c2)OCO3)cc1,7
CCCCN(CCCC)CC(C)(C)NS(=O)(=O)c1ccccc1,1
Nc1nccnc1C(=O)Nc1ccc(F)c(Cl)c1,0
Cc1cc2c(s1)c1cnn(Cc3ccccc3C)c(=O)c1n2C,1
Cc1ccc(Cn2c(SCC(=O)NC(C)(C)C)nc3c(sc4ncccc43)c2=O)cc1,8
Cc1nc(CN(C)c2ncnc3cc(-c4ccc5c(c4)OCO5)ccc23)cs1,2
N#Cc1c(N2CCN(C(=O)C(=O)NCCc3ccccc3)CC2)nc(-c2ccco2)c2c1CCCC2,3
C/C=C/Cn1c(SCC(N)=O)nc2c1c(=O)[nH]c(=O)n2C,-7
COc1cccc(-c2nc(/C=C(/CCC(=O)O)c3nc4ccccc4s3)cs2)c1,2
CCN(CCC(F)(F)F)C(=O)c1ccc2ccccc2n1,-1
O=C(OCCOc1ccccc1Cl)c1ccccc1Sc1ccc(C(F)(F)F)cc1[N+](=O)[O-],2
COC(=O)N(C)CC(=O)NC1CCCCCC1,-4
O=C(CCC(=O)N1CCC(c2noc3ccc(F)cc23)CC1)N1CCCC1,-1
CCOc1ccccc1Oc1coc2cc(OCC(=O)NCC3CCC(C(=O)O)CC3)ccc2c1=O (configuration not stated),-4
O=C(/C=C/c1c(Cl)cccc1Cl)c1cccc(O)c1,5

# Exported with tabs: part of the list above
Compound	LDHA inh
CCN(CCC(F)(F)F)C(=O)c1ccc2ccccc2n1	-1
O=C(OCCOc1ccccc1Cl)c1ccccc1Sc1ccc(C(F)(F)F)cc1[N+](=O)[O-]	2

# Later entries
SMILES,LDHA inh
Cc1cc(C)cc(N(C(=O)C23CC4CC(CC(C4)C2)C3)C2C=CS(=O)(=O)C2)c1 (configuration not stated),10
Cc1cc(C)cc(NC(=O)c2nn(C)c(=O)c3ccccc23)c1,7
O=c1cc(-c2ccccc2)c2cc3c(-c4ccccc4)coc3cc2o1,11
CCn1nc(C(=O)OC(C)C(=O)Nc2ccccc2C)c2ccccc2c1=O (configuration not stated),3
Cc1nc2cc(NS(=O)(=O)c3cc(Cl)ccc3Cl)ccc2o1,25
CC(C)COC(=O)c1nc2ccccc2nc1NCc1ccc2c(c1)OCO2,11
CCC(CC)NC(=O)c1cc(C(C)C)nc2c1cnn2C(C)C,2
Cc1nc(Cc2nn3c(-c4ccc(F)c(Br)c4)nnc3s2)cs1,4
CCn1nnc2cc(C(=O)Nc3nc(-c4ccc5c(c4)CCC(=O)N5)cs3)ccc21,1
Cc1cc2c(c(=O)n1CCN(C)C)C(c1cccc(Br)c1)C(C#N)=C(N)O2 (configuration not stated),8
COc1ccc(-c2nc(CSCC(=O)N3c4ccccc4CC3C)co2)cc1 (configuration not stated),-4
N#Cc1cc(C(=O)c2cc(F)ccc2O)cn(C2CC2)c1=O,-3
Cc1ccc(CCCC(=O)NCc2ccc(CN3CCCC3)cc2)cc1,0
COc1ccc(C(C)=O)cc1COC(=O)c1c(F)cccc1Cl,13
COc1ccccc1OCC(=O)Nc1cccc2cccnc12,0
